Source: PubChem BioAssay
MT1-MMP act inh = MT1-MMP (human) activation inhibition; HT1080 RFP-PRO-GFP cells, GFP/RFP ratio fluorescence, overnight; percent of plate control window, DMSO zero; GFP/RFP ratio change, % at 20 µM; 0.061% of 360,000 active;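 active = GFP/RFP ratio change of at least 30% with cell ATP level not reduced by more than half and red fluorescence within 50% of control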; also: strong numbers were not always called active
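Material – HT1080 RFP-PRO-GFP cells · Control set – DMSO wells and RFP-L50D-GFP cells · Incubation – overnight cell settling, then overnight compound exposure, 37 °C, 5% CO2 · Compound dosing – single-point 20 µM compound, 1% DMSO · Read-out – GFP/RFP fluorescence ratio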
NRP1-CendR mod = alters CendR peptide binding to human NRP-1; FAM-RPARPAR peptide binding to NRP-1, fluorescence polarization; 0.85% of 360,000 active; inhibition, % at 25 µM; AID 602438; O14786;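 active = inhibition or corrected inhibition above about 18%, plus a signal ratio from 0.5 to 1.5, limit read from the data, passing the limit was not always enough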; also: strong numbers were not always called active
Neddylation inh = cullin neddylation inhibition; TR-FRET cullin neddylation, biochemical; 0.58% of 360,000 active; calls only at 25 µM; P61081+Q13564; in the data active = inhibition above about 36%
bovine MsrA act = activators of bovine methionine sulfoxide reductase A | purified bovine MsrA, absorbance read-out | activation, % at 10.6 µM | 0.3% of 360,000 active | AID 602163; in the data active = activation above about 7.5%;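 also: 0% = vehicle and 100% = reference activator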
SKN-1 inh = C. elegans SKN-1 inhibition; inhibition, % at 21.8 µM; C. elegans VP596 Pgst-4::GFP/RFP ratio, acrylamide-induced, 24 h; 0.49% of 360,000 active;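 active = interference check ratio from 0.5 to 1.5 plus GFP to RFP signal ratio inhibition reaching or exceeding a fixed threshold, cut at about 30% in these data, passing the limit was not always enough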; also: some compounds called inactive have numbers as strong as hits
Rin1 Abl inh = blocks binding of human Rin1 to Abl; 0.4% of 360,000 active; AID 588664; P00519+Q13671; inhibition, % at 7.35 µM; TR-FRET Rin1/Abl binding, biochemical; in the data active = inhibition above about 5%, passing the limit was not always enough
FAS TE block = inhibitors of human fatty acid synthase thioesterase domain; P49327; recombinant FAS-TE, OMFH fluorogenic substrate, fluorescence endpoint; 0.67% of 360,000 active; inhibition, % at 15 µM; AID 602261;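 active = compounds whose normalised, plate-corrected inhibition of enzyme fluorescence in the single-dose primary screen is 50% or more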;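 also: 0% = DMSO with enzyme and 100% = substrate without enzyme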
MsrA inhibitor = inhibitors of bovine MsrA; 0.75% of 360,000 active; purified bovine MsrA, absorbance read-out; inhibition, % at 15.5 µM; in the data active = inhibition above about 4.5%;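 also: 0% = vehicle wells with enzyme and 100% = reference inhibitor wells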
eLon inh = inhibitors of E. coli Lon protease. purified E. coli Lon protease, fluorescence polarization. inhibition, % at 7.94 µM. 0.42% of 360,000 active; in the data active = inhibition above about 13%, passing the limit was not always enough;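 also: 0% = enzyme with probe and DMSO and 100% = no enzyme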
Target sequence (P0A9M0 whole entry, looked up): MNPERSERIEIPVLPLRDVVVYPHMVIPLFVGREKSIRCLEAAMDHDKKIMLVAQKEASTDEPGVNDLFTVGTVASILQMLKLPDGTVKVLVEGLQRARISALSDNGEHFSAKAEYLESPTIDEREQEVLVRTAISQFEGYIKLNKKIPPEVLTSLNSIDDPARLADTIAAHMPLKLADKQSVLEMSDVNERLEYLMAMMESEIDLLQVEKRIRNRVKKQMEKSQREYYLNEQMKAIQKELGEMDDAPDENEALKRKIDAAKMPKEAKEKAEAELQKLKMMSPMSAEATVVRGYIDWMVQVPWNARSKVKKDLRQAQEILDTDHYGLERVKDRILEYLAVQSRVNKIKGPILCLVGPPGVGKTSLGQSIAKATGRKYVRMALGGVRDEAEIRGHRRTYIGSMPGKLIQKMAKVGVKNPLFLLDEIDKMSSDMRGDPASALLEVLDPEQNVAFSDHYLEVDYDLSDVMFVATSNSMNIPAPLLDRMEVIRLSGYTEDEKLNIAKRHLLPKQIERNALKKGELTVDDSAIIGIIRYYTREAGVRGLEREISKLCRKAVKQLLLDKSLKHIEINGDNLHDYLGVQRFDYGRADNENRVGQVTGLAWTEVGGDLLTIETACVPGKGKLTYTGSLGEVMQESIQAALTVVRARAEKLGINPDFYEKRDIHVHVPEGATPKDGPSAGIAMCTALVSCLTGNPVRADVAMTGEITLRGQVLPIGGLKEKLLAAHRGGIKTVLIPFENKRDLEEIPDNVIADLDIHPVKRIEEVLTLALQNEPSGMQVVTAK
An asterisk follows results filed as active; i = inactive; x = no result given.

SMILES	MT1-MMP act inh	NRP1-CendR mod	Neddylation inh	bovine MsrA act	SKN-1 inh	Rin1 Abl inh	FAS TE block	MsrA inhibitor	eLon inh
CC(=O)c1ccc(Nc2nc(C(N)C(C)C)cs2)cc1 (centres undefined)	-3	-9	i	-3	14	-5	-2	4.0	5
Cc1ccc(-c2nnc(Nc3ccc(C(N)=O)cc3)c3ccccc23)cc1S(=O)(=O)NCC1CCCO1 (centres undefined)	7	6	i	-2	5	-2	-3	2.9	-2
O=C(Nc1nc2ccccc2s1)C1CC(=O)N(c2ccc(Cl)cc2)C1 (centres undefined)	5	8	i	-2	-30	2	17	0.6	2
CC(C)N(C(=O)CSc1nnc(CSc2ncccn2)n1C)C(C)C	0	14	i	-8	-3	4	-6	0.6	4
O=[N+]([O-])c1ccc(N/N=C/c2ccccc2)c(F)c1	-18	2	i	-1	14	-1	26	0.8	-25
CCCNC(=O)C1(C)CCN(Cc2ccc(Oc3ccccc3)cc2)C1 (centres undefined)	0	-5	i	-3	2	0	-5	0.1	-1
O=C(CCS(=O)(=O)c1ccccc1)N1CCN(c2ccc(F)cc2)CC1	0	6	i	-3	9	-3	0	0.5	12
COc1ccccc1C1C(C#N)=C(N)Oc2cc(C)n(Cc3ccccn3)c(=O)c21 (centres undefined)	-6	-13	i	-6	-3	3	2	-0.7	-4
Fc1ccc(-c2cc(C(F)(F)C(F)F)[nH]n2)cc1	-5	8	i	-2	-4	2	7	-0.1	-11
CC(C)[C@H](NC(=O)[C@H](Cc1ccccc1)n1c(=O)[nH]c2ccccc2c1=O)C(=O)N1CCC[C@H]1C(=O)O	-2	2	i	2	10	-2	-2	-0.5	2
Cc1ccccc1-c1nnc(SCC(=O)N(C)c2c(N)n(Cc3ccccc3)c(=O)[nH]c2=O)n1C	6	-4	i	-4	16	-1	-3	-0.3	-2
COC(=O)C1=C(C)NC(=S)NC1c1ccc(OCC(=O)N2CC(C)OC(C)C2)c(OC)c1 (centres undefined)	-1	11	i	-3	13	1	-4	-0.5	5
CCn1c(=O)c(CCC(=O)N2CCN(c3ccccn3)CC2)c(C)c2c(C)nn(-c3ccccc3)c21	3	18	i	0	27	-1	15	-0.5	7
CCc1ccc(NC(=S)N2CCC(NC(=O)c3ccccc3OC)CC2)cc1	2	-5	i	-3	7	4	-4	0.1	4
CCOc1ccc(N(CC(=O)NC2CCCCC2)C(=O)CCC(=O)Nc2nccs2)cc1	-1	-5	i	-4	7	2	2	1.3	0
COc1ccccc1N(CC(=O)N/N=C/c1ccc(SC)cc1)S(C)(=O)=O	2	-2	i	-2	6	-3	-7	1.5	-22
O=C(CSc1nccn1Cc1ccco1)Nc1cccc(F)c1	5	2	i	-8	-11	-1	1	-0.5	-7
CCn1c(=O)c2c(nc3n2CCN3c2ccccc2)n(C)c1=O	5	-7	i	-6	-10	0	5	0.1	2
Cc1ccc(NC(=O)CNC(=O)OCc2ccccc2)cc1C	-1	6	i	-5	-7	-4	0	0.2	-9
CCOC(=O)c1sc(NC(=S)NC(=O)C2CC2)cc1C	3	-4	i	-2	3	-9	-5	0.6	1
CCN(CC)c1c2c(c(C#N)c3nc4ccccc4n13)CCC2	-8	-2	i	-12	-4	-6	-5	1.0	-9
Cc1ccc(O)c(C2=NOC(O)(C(F)(F)C(F)F)C2)c1 (centres undefined)	-4	1	i	1	3	1	1	-0.2	-10
CCSc1nnc(NC(=O)CCNS(=O)(=O)c2ccccc2F)s1	1	0	i	-1	8	5	-7	-0.2	-1
CCOC(=O)c1cc2c(=O)n3ccccc3nc2n(CCCOC)c1=NC(C)=O	5	-4	x	0	-1	-7	-1	1.5	9
CC1CC(=O)N(CC(=O)N2CCCC2)c2ccccc2S1 (centres undefined)	-1	-5	i	-2	4	-6	-6	x	-1
Cc1cc2c(c(=O)o1)C(Cc1ccccc1)C(C#N)=C(N)O2 (centres undefined)	-6	-5	i	0	11	1	-4	0.1	-15
Cc1ccc2nc(-c3cccc(Br)c3)cc(C(=O)Nn3cnnc3)c2c1	3	-6	i	0	-2	-8	-4	1.0	2
COC(=O)Cn1c2ccc(F)cc2c2nc(C)sc21	1	-2	i	-1	9	-2	-4	-0.6	5
COc1ccc(-c2csc(C(C#N)=C(O)CSc3nccn3C)n2)cc1OC	1	-42	i	-13	1	-1	-2	2.0	-30
Cc1cc(C(=O)O)ccc1NCc1cccnc1	2	-8	i	-2	7	-3	-1	-0.1	0
Cc1nc(NC2=NCN(CCCN3CCOCC3)CN2)nc2c(C)cccc12	-23	-13	i	-7	-14	6	-16	x	-20
O=[N+]([O-])c1ccc(SCc2c(F)cccc2Cl)nc1	-2	9	i	-12	30	2	38	1.7	1
O=C(Nc1ccc2cn[nH]c2c1)c1ccc(S(=O)(=O)N2CCOCC2)cc1	1	-8	i	-2	2	-2	-5	-0.8	10
CCCCn1c(SC(C)C(N)=O)nc2cc(C(=O)OC)ccc2c1=O (centres undefined)	10	6	i	-8	2	-1	-11	1.1	11
COC1CCN(C(=O)C2CCC(=O)N(CCc3cccc(F)c3)C2)CC1 (centres undefined)	1	4	i	-7	10	0	-5	1.6	10
O=S(=O)(c1ccccc1)N(c1ccccc1)S(=O)(=O)c1ccccc1	-1	0	i	-2	9	2	27	0.3	-1
Cc1nc2c(ccc3nc(NC(=O)c4ccc(S(=O)(=O)N(C)C)cc4)sc32)s1	0	4	x	-2	-5	-7	0	1.1	4
CC(C)=CCCC(C)CN1CCC(n2nccc2NC(=O)c2cccnc2)CC1 (centres undefined)	3	7	i	-6	-17	-3	-2	-0.3	-4
c1ccc(-c2[nH]ncc2CN2CCN(Cc3ccc4c(c3)OCO4)CC2)cc1	-2	5	i	0	4	0	-1	-0.9	-1
CCCCCNC(=O)C(C)Sc1ccc(Cl)cc1 (centres undefined)	2	-7	i	-4	3	3	2	0.3	-3
COc1ccc(CNC(=O)Cn2cccc2C(=O)c2ccccc2)cc1	1	3	i	0	9	0	-2	2.3	-6
CCN(CC)C(=O)C1CCCN(Cc2ccccc2)C1 (centres undefined)	-1	-2	i	-2	6	3	-5	1.0	-4
COC(CNC(=O)c1ccc2c(c1)nc(C)n2-c1cccc(F)c1)OC	0	2	i	-2	12	1	-6	1.1	1
O=S(=O)(c1ccc2nnn(OCc3ccccc3)c2c1)N1CCOCC1	4	16	i	-1	12	0	0	0.7	-12
COc1cc2c(cc1OC)[C@@H](NC(=O)C(C)C)[C@H](OCc1ccccc1)C2	1	5	i	-2	-6	-4	-12	0.6	-6
COc1ccc(-c2nnc(SCc3ccc(C(=O)O)cc3)n2N)cc1	4	3	i	-4	-11	-1	-8	0.0	0
CC1CCCN(C(=O)c2cccc(S(=O)(=O)N3CCCC3)c2)C1 (centres undefined)	-2	-9	i	-1	7	-3	-4	-0.5	1
Cc1noc(C)c1S(=O)(=O)NCc1ccc(CN(C)C)cc1	24	-1	i	0	1	-2	-3	-1.1	-4
CCCCN(CCCC)c1cn[nH]c(=O)c1Cl	-1	-8	i	-3	-1	-2	-10	1.5	-8
O=C1NC(=S)SC1=Cc1ccc2c(c1)OCO2	-5	-8	i	-4	-1	1	5	0.3	0
CC1(C)Cn2c(nnc2-c2cccc(O)c2)S1	2	1	i	-3	17	-2	-3	1.1	4
O=S(=O)(NC1CCCCCCC1)c1ccccc1F	-1	1	i	2	-9	0	-1	-0.6	3
CCCCNC(=O)C1CC(c2c(Cl)cccc2Cl)=NO1 (centres undefined)	3	-6	i	-2	-4	0	-9	-0.8	0
CCCCn1c(=O)c(CCC(=O)OCC(=O)NCc2ccc(OC)c(OC)c2)nc2ccccc21	1	-3	i	-2	2	4	-1	0.5	-3
COC(=O)c1cccc(NS(=O)(=O)c2cccs2)c1C	1	-7	i	-2	-1	0	-8	-0.4	-1
CCc1cc(=O)oc2cc(C)cc(OCC(=O)NC3CCN(Cc4ccccc4)CC3)c12	-1	4	x	-4	1	6	10	-1.2	-1
CC1CC(C)CN(S(=O)(=O)N2CCC(C(=O)NCCc3ccccc3)CC2)C1 (centres undefined)	0	18	i	-4	-2	1	1	0.9	-6
COc1cccc(CC(NC(C)=O)C(=O)NC2CCN(c3nc(C)cc(C)c3C#N)CC2)c1OC (centres undefined)	2	5	i	-2	14	-6	-4	1.1	8
O=C(O)c1cccc(N2C(=O)Nc3ccccc3N2O)c1	1	-6	i	-6	12	0	-16	0.5	-4
CCOC(=O)C1(C(=O)OCC)CC1c1ccccc1 (centres undefined)	2	14	i	-1	16	0	-8	-1.0	1

(cont.)
SMILES	MT1-MMP act inh	NRP1-CendR mod	Neddylation inh	bovine MsrA act	SKN-1 inh	Rin1 Abl inh	FAS TE block	MsrA inhibitor	eLon inh
CCOc1ccc(N=Nc2c(=O)[nH]n3c(=O)c4c([nH]c23)CCCC4)cc1	25	-17	i	-8	26	-3	2	0.5	-75
NC(=O)CC(NC(=O)c1ccccc1)c1ccc(NCc2ccc(F)cc2)c([N+](=O)[O-])c1 (centres undefined)	0	-30	i	-9	-3	1	-6	-0.3	-10
CC(C)N(Cc1ccccc1)S(=O)(=O)c1ccc(F)cc1	3	0	i	-2	-1	-4	12	-0.6	1
COCCCNCCCCOc1ccc(Br)cc1Cl	5	-7	i	-6	7	-1	-3	-0.5	-5
COc1ccc(CC(=O)Nc2c(C(N)=O)oc3ccccc23)cc1OC	2	8	i	2	3	-1	-3	1.1	-9
COc1cccc(CNc2ccc(S(N)(=O)=O)cc2)c1OC	6	-7	i	0	8	3	-2	-0.5	-1
O=C(NCc1ccccc1)C1=C[C@H](c2coc3ccccc3c2=O)C[C@H](OCc2ccc(CO)cc2)O1	-1	-15	i	-2	1	1	5	0.2	-12
COc1ccccc1NC(=O)c1nc[nH]c1C(=O)Nc1ccccc1OC	2	-6	x	-4	3	-1	-8	-0.2	-4
CC1CCN(S(=O)(=O)c2ccc(NC(=O)CN3CCCC3)cc2)CC1	0	1	i	-1	5	3	-5	0.4	1
Cc1cc(C)nc(/N=C(\N)Nc2ccc(S(=O)(=O)Nc3nccc(C)n3)cc2)n1	-2	13	i	-3	2	0	-7	0.4	-11
CN(Cc1cccs1)C(=O)CN1CCN(S(=O)(=O)c2ccc3c(c2)OCCCO3)CC1	-1	-13	i	-3	10	-1	-3	-0.4	-11
COc1cccc(OC)c1C(=O)Nc1cccc(-c2ccc3nncn3n2)c1	9	3	i	1	-4	-1	-4	-0.1	-11
Cc1cccc(N2CCN(C(=O)c3ccc(N4CCCC4=O)cc3)CC2C)c1 (centres undefined)	6	0	i	-2	6	-1	-3	3.0	3
CCOc1ccccc1NC(=O)COC(=O)C(CC(C)C)N1C(=O)C2CC=CCC2C1=O (centres undefined)	1	-18	i	-2	8	1	8	-0.7	-13
COc1ccc(-c2nnc(SCC(=O)c3[nH]c(C)c(C(C)=O)c3C)o2)cc1	-18	-14	i	-3	0	0	-6	0.6	-6

5 structures from above, sorted by molecular weight, rising.
SMILES	MT1-MMP act inh	NRP1-CendR mod	Neddylation inh	bovine MsrA act	SKN-1 inh	Rin1 Abl inh	FAS TE block	MsrA inhibitor	eLon inh
CCOc1ccc(N=Nc2c(=O)[nH]n3c(=O)c4c([nH]c23)CCCC4)cc1	25	-17	i	-8	26	-3	2	0.5	-75
COc1ccccc1NC(=O)c1nc[nH]c1C(=O)Nc1ccccc1OC	2	-6	x	-4	3	-1	-8	-0.2	-4
Cc1cccc(N2CCN(C(=O)c3ccc(N4CCCC4=O)cc3)CC2C)c1 (centres undefined)	6	0	i	-2	6	-1	-3	3.0	3
Cc1cc(C)nc(/N=C(\N)Nc2ccc(S(=O)(=O)Nc3nccc(C)n3)cc2)n1	-2	13	i	-3	2	0	-7	0.4	-11
CCOc1ccccc1NC(=O)COC(=O)C(CC(C)C)N1C(=O)C2CC=CCC2C1=O (centres undefined)	1	-18	i	-2	8	1	8	-0.7	-13
